ALOX12 inh: ALOX12 (human) lipoxygenase inhibition | purified 12hLO, xylenol orange hydroperoxide absorbance | AID 1671190 | Potency, µM (titrated, usually from 108 µM), inactives show top-dose activity change, negative = inhibition, usual class: inhibitors | P18054 | 580,000 compounds, 1.1% hits; active means well fitted inhibition curve with a large enough effect; inconclusive means small, poorly fitted or top-dose-only effect, or another doubt; inactive means no such curve, though single readings can be large or run the other way
Target sequence (P18054 whole entry, looked up): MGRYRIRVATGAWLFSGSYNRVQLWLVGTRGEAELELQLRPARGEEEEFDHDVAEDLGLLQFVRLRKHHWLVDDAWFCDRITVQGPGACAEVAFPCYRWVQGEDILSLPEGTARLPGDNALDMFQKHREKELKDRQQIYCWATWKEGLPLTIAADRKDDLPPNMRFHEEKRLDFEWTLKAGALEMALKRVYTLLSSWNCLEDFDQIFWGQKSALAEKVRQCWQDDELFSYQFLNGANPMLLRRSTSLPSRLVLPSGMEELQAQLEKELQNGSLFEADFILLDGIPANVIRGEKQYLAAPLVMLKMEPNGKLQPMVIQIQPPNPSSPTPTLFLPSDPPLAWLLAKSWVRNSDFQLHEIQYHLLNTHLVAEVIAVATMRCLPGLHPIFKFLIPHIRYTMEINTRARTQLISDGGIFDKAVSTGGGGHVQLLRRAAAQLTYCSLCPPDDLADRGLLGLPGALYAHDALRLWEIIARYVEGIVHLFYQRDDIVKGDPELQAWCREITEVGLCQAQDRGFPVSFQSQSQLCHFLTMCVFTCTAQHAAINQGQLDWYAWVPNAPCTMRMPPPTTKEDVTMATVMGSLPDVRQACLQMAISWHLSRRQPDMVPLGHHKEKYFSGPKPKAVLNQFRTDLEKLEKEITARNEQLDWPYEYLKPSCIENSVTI
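Purified human 12hLO at 150 nM in 25 mM Hepes, 0.01% Triton X-100, pH 7.0, preincubated 15 min at room temperature with compound. Reaction started with 40 uM arachidonic acid, 30 min at room temperature. Hydroperoxide measured by Fe-xylenol orange, 573/405 nm absorbance ratio.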
* marks the source's active call; other numbers are inactive results; ? = inconclusive; [ ] = dose if it differs, or a comment. On the % scale 0 is the no-effect control and ±100 the full control effect; potency means the concentration at half of the fitted maximal effect. Only part of the results is shown (hit frequency here may not be typical).

SMILES	ALOX12 inh
O=C1CCCN1CCCN1C(=O)[C@@H]2C[C@@H](O)CN2C2(CN(C3Cc4ccccc4C3)C2)C1=O	8%
Cc1c(CC(=O)NCc2cccnc2)c2c(n1CC(C)C)CC(C)(C)CC2=O	-22%
COc1ccc(C(=O)N2CCC(n3cc(-c4nc(C(C)C)no4)nn3)CC2)c(OC)c1	18%
Cc1ccc(-c2noc(Cn3nc(C)c(S(=O)(=O)N4CCc5ccccc54)c3C)n2)cc1	-2%
Cc1ccccc1CNC(=O)c1cnc2ccccc2n1	4.5µM*
COc1ccc(/C=C/C(=O)c2cccc(O)c2)cc1	-61%
CN(c1ccccc1)c1ccc2nnc(-c3ccccn3)n2n1	57%[activator][176 µM]
Cn1nc(CC(=O)Nc2ccc(OC(=O)c3ccccc3)cc2)c2ccccc2c1=O	?
C[C@H](NC(=O)C[C@@H]1c2nc(NC(=O)c3ccc(F)cc3)sc2C[C@@H]2[C@](C)(CO)[C@H](O)CC[C@]21C)c1ccccc1	13%
COc1ccc(C(=O)N2CCN(c3cc(C(F)(F)F)nc(C)n3)CC2)cc1	10%
COc1ccc(NC(=O)c2noc3c2CC(C)CC3)c(OC)c1 (stereo not drawn)	-36%
CN1C[C@@H](NC(=O)Nc2ccccc2)C[C@H]1c1nc(-c2ccc(F)cc2)no1	-3%[176 µM]
O=C(OCC(=O)N(/N=C/c1ccccc1)c1cccc(C(F)(F)F)c1)c1cc(Cl)ccc1[N+](=O)[O-]	?
COCCNC(=O)C1COC2(CCC(C)CC2)N1C(=O)c1cc(F)cc(F)c1 (stereo not drawn)	5%
COCCNc1nc(-c2ccc(NC(=O)C(C)(C)C)cc2)cs1	-72%
O=C(NC1CC1)c1ccc2ccnn2c1	74%[activator][176 µM]
Cc1nn2c(c1-c1ccccc1OCc1ccccc1)N(Cc1cccnc1)CCC2	52%[activator][176 µM]
CCOc1cc(Br)c(/C=C2/NC(=O)NC2=O)cc1OC	-20%
CCOc1nc2ccccc2nc1N1CCC(C(=O)Nc2ccc(OC)cc2OC)CC1	-3%
CC1=C/C(=N/NC(=S)NC2CCCCC2)CC1	?
Cc1ccccc1-c1cc(NCc2cccnc2)ncn1	0%
O=C(NC[C@H]1OC[C@@H](NCc2ncc[nH]2)[C@@H]1O)Nc1ccccc1	69%[activator][176 µM]
COc1ccc(C2CC(=O)Nc3c2c(C)nn3-c2ncnc3nc[nH]c23)cc1OC (stereo not drawn)	16%
COc1cc([C@@H]2C[C@H](NC(C)=O)C[C@H](Cc3ccccc3)O2)cc(OC)c1O	?
CC(Oc1ccc(-c2ccc(C#N)cc2)cc1)c1ccc(F)cc1 (stereo not drawn)	5%
Cc1nc2cnc(Oc3cccc(Cl)c3)nc2n(C2CC2)c1=O	?
C[C@@H]1C(=O)O[C@H]2[C@H]1CC[C@@]1(C)Cc3sc(NC(=O)CC(C)(C)C)nc3[C@@H](C)[C@H]21	10%[176 µM]
COCCNc1ncc(-c2ccncc2)c2c1OCC2	13%[176 µM]
O=C(CCc1c[nH]c2ccccc12)Nc1ccc(-c2nnc3n2CCCC3)cc1	3%
Cn1c(CN2CCOCC2)nnc1C1CCCN(c2ccc(C#N)cn2)C1 (stereo not drawn)	43%[activator]
CCCNc1c(NC(=O)c2ccccc2OCC)c(=O)oc2ccccc12	-6%
CN(C)Cc1nnc(C2CCCN(C(=O)C3(N)CCNCC3)C2)n1C (stereo not drawn)	8%
CN(C)CCN(Cc1ccccc1)Cc1ccccc1	62%[activator]
COc1cccc(/C=C/C(=O)Oc2ccc(Br)cc2)c1	-23%
CCOc1ccc(Cl)cc1S(=O)(=O)NCCO	10%
Cc1cnccc1-c1ccc(NC(=O)NC2CC2)cc1	?
O=C(CS(=O)(=O)Cc1ccccc1)Nc1ccc(F)cc1	?
CC(C)OCCCNC(=O)C1CC(=O)N(CCc2c[nH]c3ccc(F)cc23)C1 (stereo not drawn)	-3%
Cc1ccc(C(=O)N2C(C(=O)NCc3ccccc3)COC23CCN(C(=O)C2CC2)CC3)cc1 (stereo not drawn)	47%[activator]
CC(=O)Nc1ccc(NC(=O)C(C)C)cc1Cl	?
COc1ccc(-c2nnc3ccc(N4CCN(C(C)=O)CC4)nn23)nc1	4%[176 µM]
CCN(CC)Cc1cccc(NS(=O)(=O)NCc2ccccc2)c1	12%
CCOc1cccc(Cn2c(=O)c3sccc3n(CC(=O)N(C)C3CCCCC3)c2=O)c1	?
CC(C)C1=NOC2(CCCN(C(=O)c3ccccn3)C2)C1 (stereo not drawn)	1%[12.5 µM]
CC(C)CCNC(=O)N(C)CC1CCOCC1	23%
COc1cc(Cl)cc(CN2CCN(c3ncccc3C#N)CC2)c1OC	6%
CCOC(=O)c1ccccc1NC(=O)NCc1c(-n2cccc2)sc2c1CCN(C)C2	14%
O=C1CC(c2ccccc2)c2ncn(-c3cc(F)ccc3F)c2N1 (stereo not drawn)	5µM*
O=C(NC1CCCCC1)c1ccc2c(c1)-c1ccccc1C2	1%
CC(=O)Nc1ccc(C(=O)NC[C@@H]2C=C(C)[C@H](CC(=O)NCc3ccc(C#N)cc3)C[C@H]2C(C)C)cc1	?
Cc1ccc(-n2cccc2CC(=O)NCc2ccc3c(c2)OCO3)cc1	11%
Cc1ccc(CNc2oc(CC(C)C)nc2C#N)cc1	-35%
Fc1ccc(-c2nc(-c3ccccc3)no2)cc1	-11%
CCOc1ccc(CCCC(=O)N2CC[C@@](C)(O)[C@@H](O)C2)cc1C	-5%
CC(C(=O)N(C)CC(=O)Nc1ccccc1C(F)(F)F)N1CCN(Cc2ccccc2)CC1 (stereo not drawn)	-1%
CC[C@H]1CN(C(=O)NC(C)C)CC[C@H]1CC(=O)N(C)CCC#N	0%[176 µM]
Cc1cccc(C(=O)OCC(=O)Nc2ccccc2N2CCCC2=O)c1O	11%
N#C/C(=C/c1ccc(O)cc1)c1nc2ccccc2[nH]1	2%
CCCCOCCCNC(=O)C[C@H]1C[C@@]2(C(=O)OC)C(=C[C@H](C(C)(C)C)O[C@@H]2C)N(Cc2ccc3c(c2)OCO3)C1=O	-4%
Cc1ccc(NC(=O)N2CCN(c3nnnn3-c3cccc(C(C)C)c3)CC2)cc1F	?

Ordered by molar mass (highest first): some entries from above.
SMILES	ALOX12 inh
CC(=O)Nc1ccc(C(=O)NC[C@@H]2C=C(C)[C@H](CC(=O)NCc3ccc(C#N)cc3)C[C@H]2C(C)C)cc1	?
CCOC(=O)c1ccccc1NC(=O)NCc1c(-n2cccc2)sc2c1CCN(C)C2	14%
Cc1ccc(NC(=O)N2CCN(c3nnnn3-c3cccc(C(C)C)c3)CC2)cc1F	?
COc1cc(Cl)cc(CN2CCN(c3ncccc3C#N)CC2)c1OC	6%
COc1ccc(-c2nnc3ccc(N4CCN(C(C)=O)CC4)nn23)nc1	4%[176 µM]
Cc1ccc(-n2cccc2CC(=O)NCc2ccc3c(c2)OCO3)cc1	11%
CCN(CC)Cc1cccc(NS(=O)(=O)NCc2ccccc2)c1	12%
CCOc1ccc(CCCC(=O)N2CC[C@@](C)(O)[C@@H](O)C2)cc1C	-5%
O=C1CC(c2ccccc2)c2ncn(-c3cc(F)ccc3F)c2N1 (stereo not drawn)	5µM*
O=C(NC1CCCCC1)c1ccc2c(c1)-c1ccccc1C2	1%
CC(C)C1=NOC2(CCCN(C(=O)c3ccccn3)C2)C1 (stereo not drawn)	1%[12.5 µM]
Cc1ccc(CNc2oc(CC(C)C)nc2C#N)cc1	-35%
N#C/C(=C/c1ccc(O)cc1)c1nc2ccccc2[nH]1	2%
CC(C)CCNC(=O)N(C)CC1CCOCC1	23%
Fc1ccc(-c2nc(-c3ccccc3)no2)cc1	-11%

Further entries.
SMILES	ALOX12 inh
Cc1ccccc1C(O)c1nnc(Nc2ccc(Oc3ccccc3)cc2)s1 (stereo not drawn)	?
COc1ccc(C(=O)N[C@@H]2CCC[C@@H]2C(=O)NCc2cccc(OC)c2)cc1	-8%
CN(C)/C=C/C(=O)c1ccccn1	?
COC(=O)[C@]12C[C@H](CC(=O)N3CCCC3)C(=O)N(Cc3ccccc3)C1=C[C@H](C(C)(C)C)O[C@@H]2C	0%
COc1cccc(CNC(=O)Cn2ccn3nc(-c4ccccc4)c(CO)c3c2=O)c1OC	?
COc1cc(C(=O)N2CCC(CC(=O)NCCN3CCN(C)CC3)CC2)cc(OC)c1OC	3%
COc1ccccc1CCC(=O)N1CCCC(c2[nH]ccc2C(N)=O)C1 (stereo not drawn)	2%
Cc1ccc(NC(=O)C(=O)NCCN2CCN(S(=O)(=O)c3ccc4ccccc4c3)CC2)cc1	-25%
COCCNC(=O)C1CC(=O)N(c2n[nH]c3ccccc23)C1 (stereo not drawn)	18%
CCN(CC)c1nc2ccccc2nc1C(=O)Nc1cccc(C)c1C	16%
O=C(CCc1c[nH]c2ccccc12)NCC(=O)N1CCCCCCNC(=O)CC1c1ccccc1 (stereo not drawn)	16%
O=S(=O)(c1cc(F)ccc1F)N1CCC(n2cc(CCCO)nn2)CC1	17%
CC(C)c1ccc(CNC(=O)CSc2nc3ccccc3o2)cc1	?
CC(C)c1nnc(C2CN(C(=O)c3ccc(OC(F)(F)F)cc3)CC23CCOCC3)o1 (stereo not drawn)	0%
Cc1nnnn1CCCn1nc(C2CCCNC2)n(-c2ccccc2)c1=O (stereo not drawn)	21%
COc1ccc(CNc2ncnc3ccc(-c4c(C)noc4C)cc23)c(OC)c1	?
Cc1cccc(C)c1OCC(=O)NCc1ccc(Cn2cccn2)cc1	51%[activator]
CCOc1ccccc1N(CC)C(=O)Cn1nc(Cc2ccncc2)c2ccccc2c1=O	-2%
O=C(O)COCC(=O)N1CC[C@@H]2[C@H]1C(=O)N(c1ccc(F)c(Cl)c1)C(=O)N2Cc1ccccc1	?
CC(C)[n+]1c(NCc2cc(Br)cc(Br)c2[O-])[nH]c2ccccc21	?
COc1ccccc1NC(=O)c1cc2c(OC)c(OC)c(OC)cc2[nH]1	18%
Cc1ccc(OCn2ccc(C(=O)NCc3c(C)nn(C)c3C)n2)c(C)c1	24%
O=C1NC[C@@H](CCC(=O)N2CCCC2)N2C[C@@H](NCc3ccc(CO)o3)C[C@@H]12	90%[activator][176 µM]
O=C(c1cccc(F)c1)N1CCOc2ccc(CN3CCc4ccccc4C3)cc2C1	-5%
Cc1cc(C)n(CCCN(C)C(=O)C2CC3(CCNCC3)CN2)n1 (stereo not drawn)	?
CC(=O)c1ccc(N2CCN(S(=O)(=O)c3ccc(-c4cc(C)[nH]n4)s3)CC2)cc1	-18%
CN1CC(=O)N2CCN(C(=O)NC34CC5CC(CC(C5)C3)C4)CC2C1=O (stereo not drawn)	12%
COc1ccc(N(Cc2nc3ccccc3[nH]2)Cc2nnnn2-c2c(C)cccc2C)cc1	3%
CC(=O)NCc1ccc(-c2csc(Nc3cccc(C)c3)n2)o1	?
COc1ccc(C2CC(=O)Nc3c2c(C)nn3-c2ncccn2)cc1 (stereo not drawn)	7%
O=C(Nc1cccnc1)c1ccc(SC(F)(F)F)cc1	0%
COc1cc(=O)n2c(c1C(=O)Nc1cccc(C(C)C)c1)CCCC2	9%
Cc1cc(C)c2oc(=O)cc(-c3cc4ccccc4o3)c2c1	-15%
Cc1noc([C@H]2CCN(S(C)(=O)=O)C[C@H]2NC(=O)C2CC2)n1	77%[activator]
COc1ccc(C(=O)Oc2ccccc2Cl)cc1I	-23%
c1ccc(-c2nc(C3CC3)no2)c(OC2CCNC2)c1 (stereo not drawn)	33%[activator]
COC(=O)c1cccc(CSC(C)C(=O)NCC(C)C)c1 (stereo not drawn)	-10%
Cc1nc(-c2ccccc2OC2CN(C(=O)c3ccnn3C)C2)no1	2%
CN1CCN(Cc2cnn(-c3cccc(Cl)c3)c2)CC1CCO (stereo not drawn)	-12%
CSc1ccc(C2N=C(N)Nc3nc4ccccc4n32)cc1 (stereo not drawn)	-5%
CCOc1ccc(NC(=O)c2cnc(SC)nc2C(F)(F)F)cc1	-10%
Cc1nc(-c2ccc(F)cc2)sc1C(=O)NC1C=CS(=O)(=O)C1 (stereo not drawn)	?
N#Cc1ccc(OCc2nc(-c3ccc(Br)o3)no2)cc1	0%
CCn1cc(-c2ccc(C)cc2)cc1C(=O)N1CCCN(C)CC1	-8%
Cc1cc(C(=O)N2CCC(N3CC4CC(C3)[C@H]3CCCC(=O)N3C4)CC2)n(C)n1 (stereo partly drawn)	16%
Cc1cc(C(=O)N2CCCC(CCc3c(F)cccc3F)C2)nc(C)n1 (stereo not drawn)	18%
O=C(O)CSCc1cccc(Br)c1	-44%
COc1ccc(CN[C@H](C)c2onc(C)c2C(=O)O)cc1	28µM*
O=C(NCc1cccnc1)c1nc(-c2ccc(Cl)cc2Cl)c2ccccn12	9%[6.33 µM]
Cc1cccc(CNC(=O)COc2ccc(NC(=O)C3CC3)cn2)c1	38%[activator]
COc1cc(/C=C/c2nc(C#N)c(NCc3ccco3)o2)cc(OC)c1OC	-28%
COc1ccc(C(=O)N2CCN(C(=O)c3nnn4c3COC(c3ccc(C)cc3)C4)CC2)cc1 (stereo not drawn)	15%
Cn1c(=O)c(-c2cccc(Cl)c2)nc2cncnc21	-11%
CC(C)CNC(=O)CSc1ncnc2ccccc12	18%
CC(C)(C)CC(=O)Nc1nc2c(s1)C[C@@H]1[C@](C)(CO)[C@H](O)CC[C@@]1(C)[C@@H]2CC(=O)Nc1ccccc1	5%
CC1=C[C@@H](CNC(=O)C2CCCCC2)[C@H](C(C)C)C[C@H]1CC(=O)N1CCN(c2ccccn2)CC1	10%
CC1(c2ccccc2)N(Cc2cccnc2)C(=O)OC12CCN(Cc1ccccc1)CC2 (stereo not drawn)	25%[176 µM]
CCOc1ccccc1Oc1c(C)oc2cc(OCC(=O)OC(C)(C)C)ccc2c1=O	?
COC(=O)C1CCNC1 (stereo not drawn)	-71%

Assay outcomes as filed in PubChem BioAssay.
